OPRM1-OPRD1 ag: OPRM1-OPRD1 heterodimerization agonism; cells, luminescence; activation, % at 9.3 µM; hit rate 0.3% among 340,000; AID 504326; in the data active = activation above about 18%;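 note: 0% = vehicle-treated cells and 100% = reference agonist; values of inactives mirror those of a sister screen read the other way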
Target sequence (P35372 whole entry, looked up): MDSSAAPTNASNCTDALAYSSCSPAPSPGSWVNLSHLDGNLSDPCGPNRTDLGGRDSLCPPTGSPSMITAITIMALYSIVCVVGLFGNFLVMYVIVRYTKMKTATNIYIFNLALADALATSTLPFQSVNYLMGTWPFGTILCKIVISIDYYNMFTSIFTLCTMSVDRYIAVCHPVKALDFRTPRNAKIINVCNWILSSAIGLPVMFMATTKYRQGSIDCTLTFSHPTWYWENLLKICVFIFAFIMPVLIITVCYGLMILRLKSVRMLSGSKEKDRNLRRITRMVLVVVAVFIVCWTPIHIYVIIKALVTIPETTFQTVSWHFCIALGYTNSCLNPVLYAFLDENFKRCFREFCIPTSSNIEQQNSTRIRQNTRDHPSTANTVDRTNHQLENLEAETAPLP
Target sequence (P41143 whole entry, looked up): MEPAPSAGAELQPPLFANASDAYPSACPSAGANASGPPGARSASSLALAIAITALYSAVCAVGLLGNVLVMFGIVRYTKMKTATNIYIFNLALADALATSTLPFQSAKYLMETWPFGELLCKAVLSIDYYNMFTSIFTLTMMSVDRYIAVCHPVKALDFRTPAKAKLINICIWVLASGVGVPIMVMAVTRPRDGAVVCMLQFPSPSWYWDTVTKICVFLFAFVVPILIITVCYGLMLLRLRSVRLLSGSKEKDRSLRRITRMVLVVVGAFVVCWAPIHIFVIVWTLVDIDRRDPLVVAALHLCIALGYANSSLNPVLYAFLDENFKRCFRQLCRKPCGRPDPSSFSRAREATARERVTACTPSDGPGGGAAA
Keap1-Nrf2 PPI: Keap1-Nrf2 (human) interaction inhibition. Q14145. Keap1 Kelch-Nrf2 peptide fluorescence polarization, 1536-well. inhibition, % at 9.4 µM. hit rate 0.15% among 340,000; in the data active = inhibition above about 12%;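 note: human Keap1 Kelch domain with fluorescein labeled Nrf2 9mer peptide probe; 0% = neutral control wells and 100% = peptide positive control; higher means more block of Keap1 binding to Nrf2 peptide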
OPRM1-OPRD1 inv: inverse agonists of human mu-delta opioid receptor heterodimerization. inhibition, % at 9.3 µM. cell-based MOR-DOR heterodimer luminescence, inverse agonism. AID 504357. P35372+P41143. hit rate 0.21% among 340,000; in the data active = inhibition above about 22%, passing the limit was not always enough;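 note: 0% = cells with DMSO and 100% = wells without cells with DMSO; values of inactives mirror those of a sister screen read the other way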
Wnt bcat act: activators of Wnt/beta-catenin signaling. Wnt/beta-catenin reporter cell assay, activator, plate reader. activation, % at 9.35 µM. hit rate 1.2% among 300,000; in the data active = activation above about 30%, passing the limit was not always enough;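 note: 0% = neutral control wells and 100% = positive control wells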
DSG3 Ab inh: human desmoglein-3 autoantibody binding inhibition. DSG3-coupled beads, scFv-anti-DSG3-GFP binding, flow cytometry; active compounds read low. hit rate 0.48% among 310,000. binding (percent of control), % at 10 µM. P32926;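 active = binding more than 3 SD below its plate's average and above zero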;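 note: hits lower antibody fragment binding to DSG3; some compounds called inactive have numbers as strong as hits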
Cardiac RTF inh: cardiac RTF calcium desensitization; inhibition, % at 7.15 µM; hit rate 0.12% among 340,000; IANBD-labeled cardiac RTF, Ca2+ fluorescence; AID 493244;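 active = inhibition above the mean inhibition of all tested compounds plus 3 SD, cut at about 17% in these data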;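 note: assay run at fixed EC70 calcium of 1.6 mM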
C-LANA FP: inhibitors of KSHV LANA C-terminal domain DNA binding; inhibition, % at 9 µM; hit rate 0.078% among 340,000; MBP-C-LANA/FAM-LBS DNA binding, fluorescence polarization;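 active = highest replicate inhibition at or above 60% at 9 µM, even if other replicates fall short; inactive = all replicates below 60% inhibition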;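 note: 0% = neutral control wells and 100% = 4 µM acridine orange control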
V-ATPase pH: yeast V-ATPase proton transport regulation by pHLuorin | S. cerevisiae, pHLuorin cytosolic pH fluorescence | response, % at 10 µM | hit rate 0.37% among 350,000 | AID 504577; in the data active = response mostly above about 7.3%, no sharp cut-off; inactive = mostly below about 5.4%; note: actives read high; inactives centre near 0; some compounds called inactive have numbers as strong as hits; reference of the scale not given here
Arr AP2 block: human beta-arrestin and AP2 interaction inhibition; FITC-arrestin peptide / GST-AP2 beads, flow cytometry; AP2 beta2 appendage carries R879A mutation; hit rate 0.31% among 340,000; inhibition, % at 10 µM;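 active = inhibition above a set limit, near 3 SD of compounds lacking own fluorescence, cut at about 54% in these data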;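 note: plate controls were DMSO wells for no effect and 5 µM unlabelled arrestin peptide for full effect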
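Assay system: GST-AP2 R879A bound to glutathione beads, E. coli-expressed; Medium: PBS with 0.05% Tween 20 and 0.1% BSA; Also added: fluorescein-tagged arrestin peptide at 50 nM final; Timing: 12 min plus 1 h, RT; Measured by: flow cytometry, FL1 (488/535 nm); Evaluation: percent drop in bead-associated FITC signal.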
cardiac RTF act: cardiac RTF calcium sensitization; P19429+P45379; IANBD-labeled TnC RTF fluorescence at EC20 calcium; 0% EC20 calcium, 100% full calcium; activation, % at 7.2 µM; hit rate 0.24% among 340,000; AID 493008;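 active = activation above the mean over all tested compounds plus 3 SD, cut at about 30% in these data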;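 note: rise in fluorescence read as greater calcium sensitivity of cardiac thin filaments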
An asterisk follows results filed as active; · = not tested or not shown.

SMILES	OPRM1-OPRD1 ag	Keap1-Nrf2 PPI	OPRM1-OPRD1 inv	Wnt bcat act	DSG3 Ab inh	Cardiac RTF inh	C-LANA FP	V-ATPase pH	Arr AP2 block	cardiac RTF act
COc1cccc(CC(=O)OCC(=O)Nc2c(C)nn(-c3ccccc3)c2C)c1	-0.8	-3.1	5.0	3.9	100.1	-4.9	-0.8	-6.0	-0.1	0.2
CN(c1ccccc1)S(=O)(=O)c1ccc(NC(=O)c2nc(S(C)(=O)=O)ncc2Cl)cc1	-6.2	-8.6	31.3	-14.5	123.7	-5.2	-0.6	4.7	7.4	5.7
O=C(NCC(=O)N(c1ccccc1)C(C(=O)NC1CCCCC1)c1cccnc1)c1ccco1 (centres undefined)	-3.7	1.7	23.0	-1.5	98.8	0.0	1.0	2.4	1.2	-0.6
O=C(COc1ccccc1Br)N1CCN(C(=O)c2cccs2)CC1	-3.5	2.4	13.7	0.8	101.2	-3.6	0.7	-1.1	37.3	-5.1
COC(=O)c1c(C)n(-c2ccccc2)c2ccc(O)cc12	3.7	6.3	-18.2	·	99.9	-3.5	1.7	-2.2	5.5	0.6
CCCCC1CCC(/C(N)=N/O)CC1 (centres undefined)	-0.9	1.8	4.8	2.8	89.4	-5.0	0.8	-1.3	-1.6	2.4
CC(=O)C1CCC2C3CC(O)C4=CC(=O)CCC4(C)C3C(=O)CC12C (centres undefined)	-2.7	0.9	13.7	-2.8	91.9	-4.2	0.9	-2.5	27.1	-5.8
O=[N+]([O-])c1cc(C(F)(F)F)cc([N+](=O)[O-])c1NCc1cccnc1	9.7	-3.3	-46.7	0.6	86.3	0.1	-0.1	-0.8	1.5	0.6
COc1ccc(Cl)cc1N(C(=O)c1ccco1)C(C(=O)NC1CCCC1)c1ccco1 (centres undefined)	-0.7	-1.7	5.0	0.8	·	-6.5	0.0	-0.3	-4.6	0.9
CCN1CCN(CCC(=O)Nc2cc(OC)ccc2OC)CC1	-1.5	0.7	7.1	-3.1	92.7	2.2	0.5	0.6	12.9	-0.9
N#C/C(=C/c1ccc(O)c(O)c1)c1nc2ccccc2[nH]1	-0.1	-8.7	0.3	4.4	96.1	-36.5	1.3	-0.5	-18.0	11.7
O=[N+]([O-])c1ccc(N2CCN(S(=O)(=O)c3ccc4ccccc4c3)CC2)cc1NCC1CCCO1 (centres undefined)	-2.5	1.9	16.5	-7.2	78.9	3.6	0.1	0.6	-4.7	-5.9
Cc1cc(C)c2c3c(sc2n1)C(=O)N(c1ccccc1)CC(=O)N3	-2.9	0.9	14.3	2.6	109.0	-11.5	-0.6	-1.1	7.9	4.2
CC1CCC(NC(=O)C2(C)CCC(=O)N2Cc2cccnc2)CC1 (centres undefined)	-2.7	-2.6	13.9	0.0	94.0	-6.2	-0.2	-0.2	-1.4	-0.7
CCNC(=S)N1CCC(c2nc3cc(C)c(C)cc3[nH]2)CC1	-2.5	-2.3	12.7	·	84.9	-12.8	-0.7	-4.1	-8.9	9.5
O=S(=O)(NCc1ccccc1)[C@@H]1CC2C=CC1C2 (some centres undefined)	-2.4	1.8	13.8	0.1	103.1	7.7	-3.2	-0.8	34.4	-1.7
O=C(c1c(F)c(F)c(F)c(F)c1F)N1CCc2ccccc21	6.8	1.3	-35.2	-6.7	101.8	-6.1	-2.0	0.1	23.7	-3.1
NS(=O)(=O)c1ccc(CCNC(=O)c2ccccc2Cc2ccccc2)cc1	-0.1	-3.1	1.0	30.8*	103.2	-8.2	-0.6	-0.1	8.0	-2.7
CC(C)=CCC/C(C)=C/C=N/NC(=O)c1cccc([N+](=O)[O-])c1	0.9	-2.4	-5.2	-14.1	119.1	1.3	1.1	3.8	-4.1	-1.9
O=C(CCC(=O)Nc1ccccc1)NNC(=O)c1ccco1	-1.6	-2.8	9.2	-1.7	105.7	-3.8	-0.9	0.0	5.5	-0.3
Cc1ccc(S(=O)(=O)N2CCCCC2)cc1C(=O)Nc1ccc(S(=O)(=O)Nc2ncccn2)cc1	0.2	-5.4	-1.0	-1.4	89.8	-1.2	5.1	-0.4	-13.0	-4.7
CCOc1ccc2nc(N3CCCC(C(=O)NCC4CCCO4)C3)sc2c1 (centres undefined)	-2.1	0.2	10.7	16.4	102.0	-2.7	1.1	4.3	12.7	-2.0
COc1cc(C(CC(=O)Nc2ncccc2C)N2Cc3ccccc3C2=O)cc(OC)c1OC (centres undefined)	-0.1	1.3	0.3	-3.7	98.9	-11.5	-0.5	3.7	-16.7	3.0
COC(=O)c1cc(Br)ccc1NC(=O)CSCc1c(C)noc1C	0.4	1.5	-1.4	1.8	99.7	-20.7	1.2	-2.6	-5.3	0.9
CCCCCCCCCCCCC(NC(C)=O)(C(=O)OCC)C(=O)OCC	-1.5	-4.6	7.1	2.9	·	1.3	-1.0	-1.1	4.6	-6.5
CCOC(=O)c1cnn(-c2ccccc2)c1-n1cccc1C(=O)C(=O)N(C)C	-3.1	4.6	15.6	0.0	94.5	-13.2	-0.7	2.4	-17.6	3.1
COc1cc(C)ccc1OCCON1C(=O)CCC1=O	-1.1	-6.0	5.6	2.4	116.5	-2.7	0.9	1.1	16.7	3.1
O=C(COC(=O)c1ccc2ncsc2c1)NC(=O)NCc1ccccc1	-0.6	2.8	3.1	0.0	96.0	0.5	0.7	0.9	-7.3	0.1
Cn1c(C(=O)N2CCCC(C(=O)NCc3cccs3)C2)cc2sccc21 (centres undefined)	0.1	-2.2	-0.7	-2.3	98.9	-4.7	-3.5	3.3	11.5	2.4
COC(=O)c1ccccc1NC(=S)NC(NC(=O)COc1ccccc1)C(Cl)(Cl)Cl (centres undefined)	-1.2	-3.9	6.3	·	108.3	-9.0	1.8	-5.7	0.9	-0.9
COc1ccc(CN2C(=O)c3cccc4cccc2c34)cc1F	2.5	-3.6	-17.4	0.1	93.6	2.8	0.8	0.3	-2.6	-0.7
COc1cc(C=O)ccc1OCC(=O)N1CCCC1	-0.8	-0.1	4.1	0.0	99.2	2.6	-0.8	2.2	47.8	-2.5
COC(=O)c1ccccc1NC(=O)CNC(=O)c1ccc(OC)c(OC)c1	0.7	-1.7	-3.4	0.9	100.6	-12.4	0.6	-1.5	2.0	1.5
CCc1ccc(NC2CC(=O)N(c3ccc(OC)cc3OC)C2=O)cc1 (centres undefined)	-1.1	-6.9	6.3	1.6	111.1	3.0	-0.4	0.8	-3.5	5.2
CCN(CC)CCn1c(SCC(=O)Nc2cccc(OC)c2)nc2c(sc3ccccc32)c1=O	-1.3	-0.6	6.4	-1.2	106.8	-4.1	-2.1	-1.8	13.2	9.3
O=C(O)/C(=C\c1ccc(Cl)cc1)c1ccc(F)cc1	-1.7	3.2	8.8	-1.5	103.0	-5.1	2.6	0.1	7.0	-1.8
O=C(N/N=C/c1ccccc1Cl)c1ccncc1	-2.9	1.3	13.9	10.3	114.2	0.2	0.7	-1.5	31.7	0.8
CCc1ccc2c(c1)cc(CN(C(=S)Nc1ccccc1Cl)C1CC1)c1nnnn12	-2.6	-5.3	15.0	-5.0	105.0	-4.1	1.3	0.3	2.7	3.5
CCc1cc(C(=O)NCCN(C)C)cs1	-2.2	-0.1	11.9	-0.5	·	-6.5	0.6	-0.6	-0.1	-0.4
COc1ccc(CNC(=O)Cn2cc([N+](=O)[O-])nc2C)cc1	-1.9	-0.2	11.8	-0.6	·	-12.7	0.3	0.7	4.3	-3.6

Record cards (already shown):
Listed for `CN(c1ccccc1)S(=O)(=O)c1ccc(NC(=O)c2nc(S(C)(=O)=O)ncc2Cl)cc1` = OPRM1-OPRD1 ag: -6.2; Keap1-Nrf2 PPI: -8.6; OPRM1-OPRD1 inv: 31.3; Wnt bcat act: -14.5; DSG3 Ab inh: 123.7; Cardiac RTF inh: -5.2; C-LANA FP: -0.6; V-ATPase pH: 4.7; Arr AP2 block: 7.4; cardiac RTF act: 5.7
Listed for `O=[N+]([O-])c1ccc(N2CCN(S(=O)(=O)c3ccc4ccccc4c3)CC2)cc1NCC1CCCO1` (centres undefined) = OPRM1-OPRD1 ag: -2.5; Keap1-Nrf2 PPI: 1.9; OPRM1-OPRD1 inv: 16.5; Wnt bcat act: -7.2; DSG3 Ab inh: 78.9; Cardiac RTF inh: 3.6; C-LANA FP: 0.1; V-ATPase pH: 0.6; Arr AP2 block: -4.7; cardiac RTF act: -5.9

Remaining list, next part
SMILES	OPRM1-OPRD1 ag	Keap1-Nrf2 PPI	OPRM1-OPRD1 inv	Wnt bcat act	DSG3 Ab inh	Cardiac RTF inh	C-LANA FP	V-ATPase pH	Arr AP2 block	cardiac RTF act
COC(=O)c1cnc(Oc2ccc(NC(=O)NC(=O)c3c(OC)cccc3OC)cc2)cc1C(F)(F)F	-0.1	-0.8	0.5	-10.9	·	-2.5	1.8	-2.0	1.8	-0.5
Cc1nn(Cc2c(F)c(F)c(F)c(F)c2F)c(C)c1NC(=O)c1ccc(COc2ccc(F)cc2)o1	-0.5	-2.6	3.0	1.1	101.0	-3.8	-2.0	-0.4	0.5	-2.5
CC(C)OC(=O)CN1C(=O)C(=O)c2ccccc21	-21.1	-1.3	96.4*	10.2	101.5	-0.4	1.1	-0.7	3.0	-2.4
CNC(=O)/C=C1\NC(C)(C)Cc2c1ccc1ccccc21	0.5	-15.0	-2.2	-1.2	106.4	-2.6	0.9	-2.3	-1.6	3.1
COCCn1c(C)cc(C(=O)COC(=O)c2n[nH]c3ccccc23)c1C	0.0	-2.6	0.2	·	·	-3.4	-0.5	-2.5	5.1	6.5
CC(C)(C)OC(=O)N1CCC2(CC1)Oc1ccc(Cl)cc1C(=O)C21CC(c2ccc(Cl)cc2)=NO1 (centres undefined)	-0.4	4.3	2.3	-3.5	136.1	-0.6	-0.3	-1.0	2.9	-3.3
Cc1ccc(-c2nnn(CC(=O)NCCc3ccc4c(c3)OCO4)n2)cc1	-0.4	-0.2	2.1	10.8	96.2	6.5	-0.1	-1.8	6.5	0.9
O=C(NC(=O)N1CCCc2ccccc21)c1ccccc1	-2.9	1.1	14.2	4.3	108.3	-0.5	-0.1	-2.6	-21.7	0.7
CCOC(=O)N1CCN(CCC(=O)Nc2ccc(C)cc2)CC1	-0.6	-0.6	3.6	·	101.6	0.4	-0.9	-2.7	16.0	-3.7
OCCN(CCO)Cc1csc2ccccc12	-2.7	-1.7	13.7	·	80.2	-11.7	0.2	11.6*	15.3	-4.0
CC(C)C(NC(=O)C1CCCCC1)C(=O)NC1CCCC(C)C1C (centres undefined)	-2.7	-2.2	13.1	·	105.7	-6.9	-2.4	-5.5	14.8	2.2
COc1ccc(NC(=O)CN(C)C(=O)CSc2ccc3c(c2)OCCO3)cc1	-3.0	0.8	12.4	3.0	109.6	-6.6	0.8	2.8	-8.6	2.6
O=C1NC[C@H](Cc2ccccc2)N(CC2CCN(CCCCc3ccccc3)CC2)C1=O	-0.4	-2.1	1.8	12.8	95.6	0.9	1.1	4.0	0.5	0.2
O=C(c1ccccc1F)N1CCN(Cc2nc3sc4c(c3c(=O)[nH]2)CCCC4)CC1	-1.3	-13.0	6.9	-4.9	119.2	-19.8	-0.2	-2.5	-8.6	1.1
N#CCCN1CCN(C(=S)c2ccc(-c3ccc(Cl)cc3)o2)CC1	4.4	3.5	-21.7	1.1	100.2	-6.8	-2.2	-1.9	7.6	0.3
O=C(Cn1cncc1-c1ccc([N+](=O)[O-])cc1)Nc1cccc2ccccc12	3.1	-1.6	-17.6	·	98.8	-1.6	0.4	0.5	31.1	-0.8

Assay outcomes as filed in PubChem BioAssay.
